HEK293 viab – reduces viability of HEK-293 SNCA reporter cells; HEK-293-SNCA-luc viability, GF-AFC fluorescence, 24 h; Potency, µM (series often up to 57.1 µM), inactives show top-dose activity change, negative = cytotoxicity, most hits filed as cytotoxic; hit rate 0.12% among 150,000; AID 1671193;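 note: potency is the fitted concentration of half-maximal effect; 0% = DMSO-treated cells and -100% = medium-only wells without cells; nearly all actives have a fitted effect of over 30% in size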
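Cytotoxicity counterscreen: after 24 h compound treatment of genome-edited SNCA-luciferase HEK-293 cells, live-cell protease substrate GF-AFC read by fluorescence after 30 min; activity scaled between DMSO (0%) and medium-only (-100%), curves Hill-fitted.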
NIH3T3 tox – NIH 3T3 cell cytotoxicity; AID 1345082; Potency, µM (top dose mostly 96.7 µM), without a hit: at the highest dose activity change, negative = cytotoxicity, usual class: inhibitors; NIH 3T3 viability, CellTiter-Glo ATP luminescence, 48-72 h; hit rate 4.3% among 94,000; note: potency is the fitted concentration of half-maximal effect; nearly all actives have a fitted effect of over 55% in size
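NIH 3T3 cells at 400 cells/well received 23 nL of compound by pintool and were incubated 48 or 72 h at 37 °C. Viability was read as ATP-coupled CellTiter-Glo luminescence.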
GPT2 inhibitor – GPT2 alanine aminotransferase inhibition. Q8TD30. Recombinant GPT2, coupled pyruvate oxidase/HRP Amplex Red fluorescence. Potency, µM (highest dose often 57.7 µM), inactives show at the highest dose activity change, negative = inhibition, usual class: inhibitors. hit rate 0.25% among 100,000. AID 1671188; note: potency is the fitted concentration of half-maximal effect; nearly all actives have a fitted effect of over 60% in size; many of its hits are not listed in these tables
Target sequence (Q8TD30 whole entry, looked up): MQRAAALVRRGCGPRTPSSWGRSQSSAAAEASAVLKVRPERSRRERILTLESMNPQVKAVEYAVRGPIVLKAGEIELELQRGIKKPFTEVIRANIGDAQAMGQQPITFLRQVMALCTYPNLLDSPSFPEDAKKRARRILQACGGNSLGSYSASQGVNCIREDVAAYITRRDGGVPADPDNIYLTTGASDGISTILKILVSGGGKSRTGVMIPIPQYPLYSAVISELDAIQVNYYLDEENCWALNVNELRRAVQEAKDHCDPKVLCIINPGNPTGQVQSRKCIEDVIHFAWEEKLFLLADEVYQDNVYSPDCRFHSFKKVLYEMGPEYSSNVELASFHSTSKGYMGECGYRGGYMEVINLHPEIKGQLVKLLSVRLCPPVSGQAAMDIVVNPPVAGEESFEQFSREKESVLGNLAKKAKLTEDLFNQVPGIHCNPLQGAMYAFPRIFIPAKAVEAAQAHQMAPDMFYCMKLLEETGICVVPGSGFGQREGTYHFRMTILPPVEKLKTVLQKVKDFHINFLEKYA
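GPT2 10ng/uL, a-KG 250uM, L-Ala 2mM, HEPES pH7.5 + 0.0001% Tween; 30 min RT. Then Amplex mix (PO/HRP/ThPP), 30 min RT dark, fluorescence. AOA 50uM used as positive control.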
IP6K1 inh – inhibitors of human IP6K1; Q92551; IP6K1 kinase, ADP-Glo luminescence, 2 h; hits give low values; activity change, % (series mostly up to about 58 µM); hit rate 0.81% among 140,000; AID 1645851; in the data active = activity change below about -25%
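ADP-Glo luminescence measures ADP made by human IP6K1 during a 2 h RT reaction with ATP/IP6 (mix at 1.3 mM/130 uM); top library doses 57.5 and 19.1 uM final.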
FLuc inh – inhibitors of firefly (Photinus pyralis) luciferase; P08659; purified P. pyralis luciferase, luminescence, biochemical; Potency, µM (top dose mostly 115 µM), for the others: top-dose activity change, negative = inhibition, most hits filed as inhibitors; hit rate 2.5% among 76,000; note: potency is the fitted concentration of half-maximal effect; nearly all actives have a fitted effect of over 65% in size
Target sequence (P08659 whole entry, looked up): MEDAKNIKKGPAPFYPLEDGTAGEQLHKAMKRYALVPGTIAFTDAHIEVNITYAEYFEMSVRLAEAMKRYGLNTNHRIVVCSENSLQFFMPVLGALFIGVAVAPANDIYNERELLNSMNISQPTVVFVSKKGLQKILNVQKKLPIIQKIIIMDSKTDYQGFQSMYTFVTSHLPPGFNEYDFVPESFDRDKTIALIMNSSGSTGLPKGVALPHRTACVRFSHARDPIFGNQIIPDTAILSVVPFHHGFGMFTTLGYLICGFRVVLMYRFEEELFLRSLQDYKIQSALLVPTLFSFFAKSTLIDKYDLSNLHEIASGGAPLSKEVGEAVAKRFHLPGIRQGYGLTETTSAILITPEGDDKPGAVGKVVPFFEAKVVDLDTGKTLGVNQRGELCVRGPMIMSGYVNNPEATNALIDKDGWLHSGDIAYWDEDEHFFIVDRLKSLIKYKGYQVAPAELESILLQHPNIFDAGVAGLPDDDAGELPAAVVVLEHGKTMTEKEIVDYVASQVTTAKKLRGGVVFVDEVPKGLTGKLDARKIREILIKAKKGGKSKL
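Purified P. pyralis luciferase (10nM final) in 50mM Tris acetate pH 7.5, 10mM Mg acetate, 0.01% Tween-20, 0.05% BSA with 10uM D-luciferin and 10uM ATP. Compounds titrated qHTS. Luminescence imaged on CCD.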
SNCA expr inhib – reduces expression of the alpha-synuclein gene; HEK-293 SNCA-luciferase knock-in, luminescence, 24 h; Potency, µM (doses to about 57.2 µM), without a hit: at the highest dose activity change, negative = inhibition, usual class: inhibitors; hit rate 0.17% among 140,000; AID 1671194;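 note: potency is the fitted concentration of half-maximal effect; plate controls were DMSO cells for no effect and cell-free wells for full effect; nearly all actives have a fitted effect of over 45% in size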
HEK293 tox – cytotoxic compounds in HEK 293 cells; HEK 293 viability, ATP luminescence (CellTiter-Glo), 48-72 h; Potency, µM (titrated, usually from 115 µM), for the others: at the top dose activity change, negative = cytotoxicity, most hits filed as inhibitors; hit rate 6.6% among 94,000; note: potency is the fitted concentration of half-maximal effect; nearly all actives have a fitted effect of over 60% in size
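Read-out: CellTiter-Glo ATP luminescence. Cells: HEK 293, 250 cells/well. Exposure: 48 or 72 hr, 37 degree Celsius.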
* = called active by the depositor; i = inactive; ? = inconclusive; / = not tested or not shown; & = joins results of further samples; [ ] = another dose, or the depositor's remark. Unless noted, calls come from the whole dose curve; as a rule, active = well fitted curve in the direction sought with a large enough effect; inconclusive = small, poorly fitted or top-dose-only effect, or another doubt; inactive = no such curve, though single readings can be large; an effect the other way counts as inactive or inconclusive. Unless noted, % is set by controls: 0 for no effect and ±100 for the full control effect. The list is partial (hit frequency here may not be typical).

mol,HEK293 tox,IP6K1 inh,FLuc inh,HEK293 viab,GPT2 inhibitor,NIH3T3 tox,SNCA expr inhib
Cc1cccc(NC(=O)[C@@H]2CN(S(C)(=O)=O)C[C@H]2c2ccncc2)c1,i,3,/,?,4%,-18%,11%
Cc1cnc(-c2cccnc2)n1C1CCCN(CC2CCCCC2)C1 (stereo not given),?,0,6%,?,-3%,?,15%
COc1cc(NC(=O)COCc2cc(-c3ccc4c(c3)OCO4)on2)c(OC)cc1Cl,/,13,/,-9%,/,/,25%
CCOC(=O)C1=C(C)N=C2SCCC(=O)N2C1c1ccc(OCc2ccccc2)cc1 (stereo not given),/,1,/,5%,/,/,6%
O=C1CC(c2ccccc2)N(Cc2cn[nH]c2-c2cccs2)CCCCCN1 (stereo not given),79µM*,-6,12%,-17%,i,?,-7%
CN(C(=O)c1cc2c(=O)oc3ccccc3c2s1)c1ccc(F)cc1,/,7,/,11%,/,/,5%
CN1CCC(C(=O)N2CCC3(CC2)C(=O)NCN3C(=O)Cc2ccccc2)CC1,i,2,/,-2%,-8%,0%,?
COCCCNC(=O)N1CCCCCCNC(=O)[C@@H]2CCCC[C@@H]21,i,-13,2%,9%,i,-15%,4%
CC1=C[C@@H](CN2CCN(CCO)CC2)[C@H](C(C)C)C[C@H]1Cc1nnc(Cc2c[nH]c3ccccc23)o1,?,-6,-1%,-29%,0%,28µM*,?
Cc1cn2nnc(C(=O)NCc3ccncc3)c2c(=O)[nH]1,18%,2,7%,0%,4%,i,-14%
Cc1nc(C(=O)N2CC[C@H](NS(=O)(=O)c3cn(C)cn3)C[C@H]2C(=O)N[C@H](CC(C)C)C(N)=O)cs1,4%,7,2%,-14%,i,i,-9%
O=C1NC(=NC2CCCCC2)C2(CCN(Cc3ccccc3)CC2)N1c1cc(F)cc(F)c1,-4%,-9,/,0%,-5%,-2%,-23%
COc1cccc(CNC(=O)C2(N3C[C@@H](C)O[C@@H](C)C3)Cc3ccccc3C2)c1,i,33,?,1%,i,-24%,96%[activator]
Cc1ccc(NC(=O)N2CCC(CCNC(=O)CC3CCCC3)CC2)cc1F,-17%,-3,-14%,-6%,i,-23%,10%
COc1ccc(CCC(=O)N2CCC(Cc3nncn3C(C)C)C2)cc1 (stereo not given),3%,13,-18%,-4%,-11%,?,0%
O=C(Cn1ccn2nc(-c3ccccc3)c(CO)c2c1=O)Nc1ccc(C(F)(F)F)cc1,-28%,14,-2%,15%,i,-25%,1%
O=C(NC1CCN(Cc2cccc(-c3cccs3)c2)CC1)c1ccncc1,?,16&8,/,-6%[12.5 µM],i,?,14%
CCOc1cc(=O)n2c(c1C(=O)Nc1cc(Cl)ccc1C)CCCC2,?,21,-6%,-6%,1%,?,-26%
O=C(CCC1CCN(Cc2ccccc2)CC1)c1ccc2c(c1)NCCCC2,/,-5,/,-11%,-2%,/,-34%[25.6 µM]
O=C(c1ccccc1Cl)n1nc(-c2ccco2)nc1NCc1cccs1,/,-15,/,1%,/,/,126%[activator]
COCCN1C(=O)c2ccccc2C(C(=O)Nc2cc(C)ccn2)C12CCCC2 (stereo not given),2%,10,-3%,-18%,i,1%,16%
CC(=O)N1CCC(C2CCN(C(=O)CCCc3nc4ccccc4[nH]3)C2)CC1 (stereo not given),-5%,-7,-14%,3%[12.5 µM],i,-17%,44%[activator]
CC1(c2cccnc2)N(CC2CC2)C(=O)OC12CCN(C(=O)c1cccc(O)c1)CC2 (stereo not given),i,5,12%[172 µM],-1%[87.6 µM],-7%[88.5 µM],35µM*,1%[87.6 µM]
O=C(c1ccn[nH]1)N1CC(F)(F)C[C@H]1c1nc(C2CC2)no1,i,4,-12%,-5%,i,-5%,17%
CCOC(=O)c1c(C)[nH]c(CCC(=O)NCc2ccccc2Cl)c1C,/,7,/,0%,/,/,-10%
O=C(CN1CCCN(Cc2ccc(F)cc2)S1(=O)=O)NCc1ccccc1Cl,/,0,/,-16%,/,/,-17%
O=C([C@@H]1C[C@H](Oc2cccnc2)CN1C(=O)c1nccc2ccccc12)N1CCOCC1,?,0,4%,-10%,i,-14%,35%[activator]
Cc1nn(-c2ccccc2)c(C)c1[C@@H]1C=C[C@@H](NC(=O)c2ccc3c(c2)OCO3)C1,?,-2,?,-6%[87.6 µM],4%[88.5 µM],?,22%[87.6 µM]
O=C(O)C1CC2(CCN(C(=O)Cc3ccc4c(c3)OCO4)CC2)CN1 (stereo not given),-6%,5,-3%,-2%,-10%,-2%,-2%
CCN1CCN(C(=O)c2cnn(-c3cccc(Cl)c3)c2C2CCN(C(=O)OC(C)(C)C)CC2)CC1,/,3,/,11%,/,/,17%

Reformatted as labelled records: 2 of the compounds above.
CC(=O)N1CCC(C2CCN(C(=O)CCCc3nc4ccccc4[nH]3)C2)CC1 (stereo not given)
  HEK293 tox: -5%; IP6K1 inh: -7; FLuc inh: -14%; HEK293 viab: 3%[12.5 µM]; GPT2 inhibitor: i; NIH3T3 tox: -17%; SNCA expr inhib: 44%[activator]
Cc1nn(-c2ccccc2)c(C)c1[C@@H]1C=C[C@@H](NC(=O)c2ccc3c(c2)OCO3)C1
  HEK293 tox: ?; IP6K1 inh: -2; FLuc inh: ?; HEK293 viab: -6%[87.6 µM]; GPT2 inhibitor: 4%[88.5 µM]; NIH3T3 tox: ?; SNCA expr inhib: 22%[87.6 µM]

(next part)
mol,HEK293 tox,IP6K1 inh,FLuc inh,HEK293 viab,GPT2 inhibitor,NIH3T3 tox,SNCA expr inhib
CC(=O)Nc1ccc(S(=O)(=O)N[C@H]2CO[C@H]3[C@@H]2OC[C@@H]3n2nnnc2Oc2ccc(-n3cncn3)cc2)cc1,-21%,3,-5%,1%,i,-7%,35%[activator]
COc1ccc(C(=O)N2CCCC(c3nc(-c4cnccn4)no3)CCNC(=O)CC2)cc1 (stereo not given),i,29,-3%,-5%,-13%,-11%,-4%
CN(C)C(=O)c1n[nH]c2c1CN(C(=O)c1ccc(F)cc1F)CC2,-1%,2,1%,5%,0%,-2%,-21%
CC(c1cccs1)N(C)Cc1ccsc1 (stereo not given),i,9,1%[230 µM],19%[87.6 µM],i,-7%[174 µM],5%[87.6 µM]
CCCOC(=O)CSc1nnc(-c2ccccc2)o1,/,10,/,0%,/,/,-13%
CCCCOC(=O)c1ccc(NC(=O)c2csnn2)cc1,/,-7,/,3%,/,/,88%[activator]
COc1cccc(NC(=O)CSc2nnc3scc(-c4ccc(Cl)cc4)n23)c1,/,-37*,/,-1%,/,/,10%
COC(=O)c1ccc2nc(CO[C@H]3CN(C(=O)C4CCOCC4)C[C@H]3F)[nH]c2c1,i,-5,-9%[172 µM],4%[87.6 µM],-6%[88.5 µM],-27%[138 µM],-7%[87.6 µM]
CN1Cc2ccc(Nc3ccccc3)nc2C(C)(C(=O)NCCc2ccccn2)C1 (stereo not given),?,7,-17%[172 µM],-24%[87.6 µM],?,?,10%[87.6 µM]
CCOc1ccccc1NC(=O)Nc1nnc(N2CCCCCC2)s1,/,-4,/,1%,/,/,0%
Fc1ccc(-n2nc(-c3ccccc3)c3cnc4ccccc4c32)cc1Cl,/,8,/,11%,/,/,-14%
Cc1ccc(S(=O)(=O)N[C@@H]2CCOC[C@H]2OCC(=O)O)cc1,0%,-1,3%,-1%,-21%,i,1%
Cc1ccc2oc(=O)c3cc(C(=O)N4CCN(c5ccccc5)CC4)sc3c2c1,/,5,/,-3%,/,/,?
Cn1ncc2c(C(=O)NC3CC3)cc(-c3cccc(F)c3)nc21,?,11,/,/,/,?,/
Cc1cc(CN(C)c2ccc(-c3nc(COc4ccccc4)no3)cn2)on1,?,17,?,0%,-8%,?,156%[activator]
CN(c1ncnc2c1c(-c1ccccc1)cn2-c1cccc(Cl)c1)C1CCCCC1,/,45,/,6%,/,/,-1%
CCc1cnc(C)nc1N1CCC(=O)N(Cc2ccc(F)cc2)C(C(C)C)C1 (stereo not given),?,0,-3%,-22%,-19%,-24%,-11%
COc1cc(CN2C[C@@H](CO)[C@H](NC(=O)c3ccccc3)C2)ccc1F,?,-9,-13%,-15%,2%,?,48%[activator]
O=C(Cc1ccc(F)cc1)N1CCCC(C(=O)N2CCCC2c2nc3ccncc3[nH]2)C1 (stereo not given),0%,-9,/,3%,i,-8%,14%
COC1CCC(C(=O)N2CCCn3nc(C)c(-c4ccccc4-c4ccccc4)c32)CC1 (stereo not given),?,16,-2%[172 µM],-12%[87.6 µM],1%[88.5 µM],?,?
COc1ccc(OC)c(NC(=O)c2c(NCc3ccc(N(C)C)cc3)sc3c2CCCC3)c1,/,20,/,-7%,/,/,-23%
COc1ccc(-c2csc3nc(-c4ccccc4C)oc(=O)c23)cc1OC,/,12,/,-2%,/,/,6%
Fc1ccc(-n2ncc3c(N4CCN(c5ccccc5F)CC4)ncnc32)cc1,/,-2,/,14%,/,/,6%
O=[S+]([O-])(c1cccc(C(F)(F)F)c1)N1CCCN(c2ccnc3ccnn23)CC1,45µM*,-7,/,10%,i,?,0%
Cc1ccc2nc(C3CCN(CC(C)C)CC3)[nH]c(=O)c2c1,-18%[172 µM],17&3,1%[172 µM],-4%[87.6 µM],-10%,-23%[138 µM],0%[87.6 µM]
Cc1ccc(OCc2nc(C3CN(C(=O)c4ccc5nc[nH]c5c4)C3)no2)cc1,?,0,-21%,-2%,-6%,?,5%
Cc1ccc(CNC(=O)Cn2nc(C)n3cccc3c2=O)cc1,/,27,/,9%,/,/,-7%
O=C(Nc1cccc2ccccc12)O[C@@H]1CO[C@H]2[C@@H]1OC[C@@H]2Nc1nccc(-c2cccc(F)c2)n1,40µM*,4,-3%,-4%,-23%,?,?
Cn1ncc2c(C(=O)NCc3ccccc3Cl)cc(-c3ccc(F)cc3)nc21,?,8,/,11%,1%,-32%,3%
COc1ccccc1N1CCN(c2ncnc3c2c(-c2ccccc2)cn3-c2cccc(C)c2)CC1,/,43,/,7%,/,/,?
CC1(C)C(=O)N(CC2CCOCC2)[C@H]2CN(Cc3cccc(OC(F)(F)F)c3)C[C@H]2[S+]1(=O)[O-],?,0,-13%,2%,?,-19%,14%
CC(=O)[C@@]1(O)CC[C@H]2[C@@H]3C[C@H](C)C4=CC(=O)CC[C@]4(C)[C@H]3CC[C@@]21C,/,7,/,9%[23.9 µM],-12%,/,-24%[25.6 µM]
O=C1N(C2CCCCC2)C[C@H]2CN(Cc3cccc(OC(F)(F)F)c3)CCN12,?,-4,-4%[172 µM],-2%[87.6 µM],-20%[88.5 µM],?,-7%[87.6 µM]
O=C(Cc1ccc(N(Cc2ccc(F)cc2)C(=O)c2ccco2)cc1)Nc1ccc(F)cc1,?,10,-6%,-12%,i,32µM*,-9%
COC[C@@H]1[C@H](C(=O)NCCCc2ccccc2)CCC(=O)N1C,5%,11,-21%,?,?,-18%,5%

Screening data as filed in PubChem.
